High-throughput results: PubChem BioAssay, Broad Institute
GASC1 inh – KDM4C (human) demethylase inhibition. GST-KDM4C 2-372, H3K9me3 peptide, LANCE TR-FRET. AID 720574. 96,000 tested, 0.15% active. inhibition, % at 12.5 µM;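 active = mean replicate inhibition above about 25%, with at least 55% of replicates also reaching it, limit read from the data, passing the limit was not always enough; inconclusive = only one of those two conditions met; inactive = neither condition met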
Target sequence (Q9H3R0 2-372 limits assumed): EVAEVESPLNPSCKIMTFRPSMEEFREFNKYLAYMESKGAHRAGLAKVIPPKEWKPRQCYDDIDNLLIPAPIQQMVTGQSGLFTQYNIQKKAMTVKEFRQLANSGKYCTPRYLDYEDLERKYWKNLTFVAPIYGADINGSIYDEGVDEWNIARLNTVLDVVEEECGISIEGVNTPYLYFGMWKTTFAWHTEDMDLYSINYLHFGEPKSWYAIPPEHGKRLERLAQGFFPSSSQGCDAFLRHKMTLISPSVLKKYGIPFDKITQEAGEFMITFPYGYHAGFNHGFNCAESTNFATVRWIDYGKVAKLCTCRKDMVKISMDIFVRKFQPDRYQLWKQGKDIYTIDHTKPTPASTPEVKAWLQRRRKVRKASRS
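reagent = H3K9me3 peptide substrate, Fe(II), 2-oxoglutarate | system = GST-tagged GASC-1 (JMJD2C) catalytic fragment, aa 2-372 | amount = enzyme final amount 10 nM | read-out = Fall in 671/618 emission ratio as inhibition | medium = HEPES buffer, pH 7.5, plus ascorbate | schedule = 30 min reaction, 60 min detection, RT | measured by = LANCE TR-FRET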
T cruzi growth – inhibitors of T. cruzi proliferation; inhibition, % at 8.34 µM; AID 624255; 77,000 tested, 5.9% active; T. cruzi beta-gal in NIH3T3, GalScreen luminescence, 90 h;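 active = mean inhibition above about 93%, with at least 55% of replicates each passing it, limit read from the data, passing the limit was not always enough; inconclusive = only one of those two conditions holds; inactive = neither condition holds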
C diff HTS – C. difficile growth inhibition. 86,000 tested, 0.25% active. Clostridium difficile clinical isolate growth, OD600, 24 h; stronger effect = lower value. AID 1259249. growth activity, negative = inhibition, % at 16 µg/mL (by protocol);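 active = mean growth activity at or below -80% and every replicate also at or below -80%; inconclusive = mean at or below -80% but some replicate above -80%; inactive = mean growth activity above -80%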;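 also: 0% = DMSO wells and -100% = levofloxacin 16 µg/mL wells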
Pf Dd2 growth – blocks growth of Plasmodium falciparum Dd2 parasites; 94,000 tested, 2.3% active; activity change, % at 10 µM; P. falciparum Dd2 growth, SYBR Green, 72 h; stronger effect = lower value; in the data active = activity change below about -80%; inconclusive = no clear call, values can overlap the other calls
* hit, by the source's call; u = inconclusive; x = not tested or not shown. Not a hit list. Share with any hit: about 7%.

Second line of a record: GASC1 inh, T cruzi growth, C diff HTS, Pf Dd2 growth
1: C[C@H](CO)N1C[C@H](C)[C@H](CN(C)C(=O)Nc2ccc(C(F)(F)F)cc2)Oc2ncc(Br)cc2C1=O
 : 1.1, 25.9, 0.6, 17.9
2: O=C(Nc1cccc(F)c1)N1CCCCN2[C@@H](CO)[C@@H](c3ccc(C#CC4CC4)cc3)[C@@H]2C1
 : -2.4, 70.1, 18.1, -5.1
3: Cc1noc(C)c1S(=O)(=O)Nc1ccc2c(c1)C(=O)N([C@H](C)CO)C[C@H](C)[C@H](CN(C)C(=O)Nc1ccc(F)cc1)OCCCC[C@H](C)O2
 : -0.3, 8.9, 3.8, -68.9
4: C[C@@H]1CN([C@H](C)CO)C(=O)c2cc(NS(C)(=O)=O)ccc2O[C@@H]1CN(C)S(=O)(=O)c1cn(C)cn1
 : -0.7, -42.5, x, 29.4
5: C[C@@H]1CN([C@H](C)CO)C(=O)Cc2cc(NC(=O)Nc3ccccc3)ccc2O[C@H]1CN(C)Cc1ccc(Oc2ccccc2)cc1
 : 2.5, 54.7, 15.6, -3.7
6: O=C([C@@H]1[C@@H](CO)[C@@H]2Cn3c(cccc3=O)[C@@H]2N1Cc1ccccn1)N1CCC(Cc2ccccc2)CC1
 : 9.4, x, -4.9, 13.5
7: C[C@H]1CN([C@@H](C)CO)C(=O)Cc2cc(NC(=O)Cc3cn(C)c4ccccc34)ccc2O[C@@H]1CN(C)C(=O)Nc1ccc2c(c1)OCO2
 : -0.3, 1.3, -4.2, -19.5
8: C[C@H](CO)N1C[C@H](C)[C@@H](CN(C)C(=O)NC2CCCCC2)OCc2ccccc2-c2c(n(C)c3ccccc23)C1=O
 : 0.0, -51.2, 18.3, 11.9
9: C[C@H]1CCCCO[C@@H](CN(C)Cc2ccccc2)[C@@H](C)CN([C@@H](C)CO)C(=O)c2cc(NC(=O)c3ccncc3)ccc2O1
 : 1.6, 66.2, -4.0, -54.4
10: CO[C@H]1CN(C)C(=O)c2cc(NC(C)=O)ccc2OC[C@H](C)N(Cc2cc(F)ccc2F)C[C@H]1C
 : 1.6, -46.7, x, -33.9
11: C[C@H](CO)N1C[C@H](C)[C@@H](CN(C)C(=O)Nc2ccc3c(c2)OCO3)Oc2c(NS(=O)(=O)c3ccc(Cl)cc3)cccc2C1=O
 : -2.3, -5.2, -0.2, -7.4
12: CCC(=O)N1CC[C@H]2[C@H](CO)Nc3ccc(-c4cccc(C#N)c4)cc3[C@H]21
 : -2.7, 48.1, 0.3, 11.7
13: Cc1cccc(-c2ccc([C@@H]3[C@@H](CO)N4C(=O)CN(C(=O)Cc5ccccn5)C[C@@H]34)cc2)c1
 : -0.7, x, -2.2, -7.4
14: CN(C)C(=O)c1cccc(-c2ccccc2[C@@H]2[C@@H](C#N)N(C(=O)C3CCCC3)[C@H]2CO)c1
 : 0.5, x, -3.3, -7.8
15: Cc1noc(C)c1NC(=O)Nc1ccc2c(c1)C(=O)N([C@@H](C)CO)C[C@@H](C)[C@@H](CN(C)CC1CCCCC1)OCCCC[C@@H](C)O2
 : -1.8, -0.8, -2.7, 1.7
16: C[C@H](CO)N1C[C@H](C)[C@@H](CN(C)Cc2ccncc2)OCCCC[C@H](C)Oc2ccc(NC(=O)Nc3ccc4c(c3)OCO4)cc2C1=O
 : 1.9, -17.8, -0.5, 24.6
17: O=C(C[C@H]1C[C@H]2c3cc(NC(=O)C4CCOCC4)ccc3O[C@H]2[C@H](CO)O1)NCc1ccc(Oc2ccccc2)cc1
 : 0.5, 67.4, x, 0.9
18: CO[C@H](CN(C)Cc1ccc2c(c1)OCO2)[C@@H](C)CN(C(=O)c1ccccc1)[C@@H](C)CO
 : -0.8, 35.0, x, -7.4
19: Cc1ccc(-c2cnc3c(c2)C(=O)N([C@@H](C)CO)C[C@@H](C)[C@@H](CN(C)C(=O)c2ccc(F)cc2)O3)cc1
 : 2.9, 72.6, x, -30.3
20: COc1ccc(CN(C)C[C@H]2Oc3ccc(NC(=O)Nc4ccc5c(c4)OCO5)cc3C(=O)N([C@H](C)CO)C[C@H]2C)cc1
 : 2.9, -35.1, -5.6, 24.0
21: CO[C@H]1CN(C)C(=O)c2ccc(NC(C)=O)cc2OC[C@@H](C)N(CCC(F)(F)F)C[C@@H]1C
 : 0.0, 14.2, -3.1, 27.6
22: C[C@@H]1CN([C@H](C)CO)C(=O)c2cc(N(C)C)ccc2O[C@@H](C)CCCCO[C@@H]1CN(C)Cc1ccc(C(F)(F)F)cc1
 : -3.6, u, 28.4, -66.6
23: Cc1ccc(S(=O)(=O)N[C@@H]2CC[C@@H](CCNC(=O)CN3CCOCC3)O[C@H]2CO)cc1
 : 0.0, -14.8, 1.4, 6.8
24: O=C(CC1CC1)Nc1ccc2c(c1)[C@@H]1C[C@@H](CC(=O)N3CCCCC3)O[C@@H](CO)[C@@H]1O2
 : 0.4, 104.3*, -0.1, 8.9
25: CCC(=O)NC[C@@H]1[C@@H](c2ccc(C3=CCCC3)cc2)[C@@H](CO)N1CC1CCCC1
 : 6.5, x, 4.5, -73.4
26: COc1ccc2c3c([nH]c2c1)[C@@H](CO)N(C(=O)Nc1ccc(F)cc1)CC31CN(CC2CCOCC2)C1
 : -1.3, x, 1.8, -63.0
27: Cn1cnc(S(=O)(=O)N2CCCCN3[C@@H](CO)[C@@H](c4ccc(C#CC5CCCC5)cc4)[C@@H]3C2)c1
 : 1.4, 54.8, -9.1, -23.4
28: O=C(C[C@H]1CC[C@@H](NC(=O)Nc2ccccc2)[C@H](CO)O1)NCc1ccccn1
 : 0.7, 75.1, 1.4, 3.5
29: CNC[C@H]1Oc2ccc(NC(=O)C3CC3)cc2CC(=O)N([C@@H](C)CO)C[C@H]1C
 : 0.2, -40.2, -2.5, 32.8
30: Cc1ccc(S(=O)(=O)Nc2ccc3c(c2)CC(=O)N([C@@H](C)CO)C[C@@H](C)[C@@H](CN(C)Cc2ccc(Cl)c(Cl)c2)O3)cc1
 : -0.2, 77.5, 15.4, -18.9
31: Cc1ccc(-c2cnc3c(c2)C(=O)N([C@H](C)CO)C[C@H](C)[C@H](CN(C)C(=O)c2cccnc2)O3)cc1
 : -0.5, -36.2, -5.6, 6.2
32: C[C@@H]1CCCCO[C@H](CN(C)C(=O)C2CCCCC2)[C@H](C)CN([C@@H](C)CO)C(=O)c2cc(NC(=O)Cc3ccccc3)ccc2O1
 : -1.7, 48.0, 7.1, -59.5
33: C[C@@H]1CCCCO[C@H](CN(C)C(=O)c2ccncc2)[C@@H](C)CN([C@H](C)CO)C(=O)c2cc(NC(=O)Cc3ccccc3)ccc2O1
 : -1.0, 39.8, 0.5, -22.8
34: CC(=O)N(C)C[C@@H]1Oc2ncc(-c3ccc(F)cc3)cc2C(=O)N([C@H](C)CO)C[C@@H]1C
 : 1.0, 13.2, -1.9, 39.5
35: C[C@H]1CN([C@@H](C)CO)C(=O)Cc2cc(NC(=O)Nc3ccccc3)ccc2O[C@@H]1CN(C)S(=O)(=O)c1ccc(F)cc1
 : -1.1, 14.1, -8.3, -45.0
36: CNC[C@@H]1Oc2ncc(C#CC3CCCC3)cc2C(=O)N([C@@H](C)CO)C[C@@H]1C
 : -0.7, 96.2, 4.2, -30.6
37: C[C@@H]1CN([C@@H](C)CO)C(=O)c2cc(NC(=O)Cc3ccccc3)ccc2O[C@@H]1CN(C)C(=O)Nc1cccc2ccccc12
 : -2.7, 31.0, -3.5, -3.6
38: C[C@H]1CN([C@@H](C)CO)C(=O)c2cc(NC(=O)c3ccncc3)ccc2O[C@@H]1CN(C)Cc1ccc2c(c1)OCO2
 : 1.0, -31.8, -4.6, -5.9
39: C[C@@H]1CN([C@H](C)CO)C(=O)Cc2cc(NC(=O)Nc3ccc(C(F)(F)F)cc3)ccc2O[C@H]1CN(C)Cc1ccccc1
 : 4.2, 44.8, 6.1, 8.2
40: CCCC(=O)Nc1ccc2c(c1)OC[C@H](C)N(CCC(F)(F)F)C[C@@H](C)[C@@H](OC)CN(C)C2=O
 : 0.5, 6.2, x, 5.1
41: CC(C)NC(=O)Nc1cccc2c1O[C@H](CN(C)Cc1ccc(Cl)c(Cl)c1)[C@@H](C)CN([C@@H](C)CO)C2=O
 : 0.6, 17.6, 40.8, -29.7
42: C/C=C/c1cnc2c(c1)C(=O)N([C@H](C)CO)C[C@H](C)[C@H](CN(C)C(=O)C1CCC1)O2
 : -0.9, -17.0, x, 44.8
43: CO[C@H]1CN(C)C(=O)c2cc(NC(C)=O)ccc2OC[C@@H](C)N(C(=O)C2CC2)C[C@@H]1C
 : 1.5, -65.7, 0.9, 18.7
44: C[C@@H]1CCCCO[C@@H](CN(C)C(=O)CCCN(C)C)[C@H](C)CN([C@@H](C)CO)C(=O)c2cc(NS(C)(=O)=O)ccc2O1
 : 2.5, 31.0, -3.4, 20.3
45: CC(C)CC#Cc1cnc2c(c1)C(=O)N([C@@H](C)CO)C[C@@H](C)[C@H](CN(C)C(=O)C1CCCCC1)O2
 : 0.3, u, -3.4, -52.6

Some of the entries so far, in transposed form.
41: CC(C)NC(=O)Nc1cccc2c1O[C@H](CN(C)Cc1ccc(Cl)c(Cl)c1)[C@@H](C)CN([C@@H](C)CO)C2=O
44: C[C@@H]1CCCCO[C@@H](CN(C)C(=O)CCCN(C)C)[C@H](C)CN([C@@H](C)CO)C(=O)c2cc(NS(C)(=O)=O)ccc2O1
35: C[C@H]1CN([C@@H](C)CO)C(=O)Cc2cc(NC(=O)Nc3ccccc3)ccc2O[C@@H]1CN(C)S(=O)(=O)c1ccc(F)cc1

entry no.	41	44	35
GASC1 inh	0.6	2.5	-1.1
T cruzi growth	17.6	31.0	14.1
C diff HTS	40.8	-3.4	-8.3
Pf Dd2 growth	-29.7	20.3	-45.0

New compounds follow
Second line of a record: GASC1 inh, T cruzi growth, C diff HTS, Pf Dd2 growth
46: C[C@@H]1CN([C@H](C)CO)C(=O)c2cccc(NC(=O)C3CCCCC3)c2O[C@H]1CN(C)Cc1ccc(C(F)(F)F)cc1
 : -2.0, 81.1, 15.9, -65.1
47: C[C@H](CO)N1C[C@H](C)[C@@H](CN(C)CC2CC2)OCCCC[C@H](C)Oc2ccc(NS(=O)(=O)c3ccc(Cl)cc3)cc2C1=O
 : -1.9, 74.9, -1.9, -61.6
48: CC=Cc1ccc2n(c1=O)C[C@H]1[C@H](CO)[C@@H](C(=O)N(C)C)N(CCC(F)(F)F)[C@@H]21 (mixture of isomers)
 : 3.0, 70.3, 3.8, x
49: CC(C)C(=O)Nc1ccc2c(c1)C(=O)N(C)[C@@H]1CC[C@@H](CC(=O)O)O[C@H]1CO2
 : -2.7, 13.6, 1.4, 0.5
50: Cc1cccc(S(=O)(=O)N2C[C@H]3[C@@H](c4ccccc42)[C@@H](CO)N3Cc2cccnc2)c1
 : 0.1, 59.7, 0.9, 16.2
51: COc1ccccc1-c1cnc2c(c1)C(=O)N([C@H](C)CO)C[C@H](C)[C@@H](CN(C)Cc1ccncc1)O2
 : 0.4, 37.1, 1.2, 2.6
52: COC(=O)C[C@H]1C=C[C@@H](NC(=O)c2ccccc2)[C@H](CO)O1
 : -1.0, -18.6, x, 0.1
53: COc1ccc(S(=O)(=O)N(C)C[C@H]2Oc3ccc(NS(=O)(=O)c4cccs4)cc3CC(=O)N([C@@H](C)CO)C[C@@H]2C)cc1
 : 9.2, 18.9, 0.1, 13.6
54: CC(C)NC(=O)N(C)C[C@H]1Oc2cc(C3=CCCC3)ccc2S(=O)(=O)N([C@@H](C)CO)C[C@H]1C
 : 7.7, 11.2, -5.8, -2.5
55: C[C@H](CO)N1C[C@H](C)[C@@H](CN(C)S(=O)(=O)c2cn(C)cn2)OCc2cnnn2CCCC1=O
 : x, -12.6, x, -1.1
56: C[C@H]1CN([C@@H](C)CO)C(=O)c2cc(NC(=O)c3ccncc3)ccc2O[C@@H]1CN(C)Cc1ccc(Oc2ccccc2)cc1
 : -1.6, 83.3, -6.8, 18.2
57: C[C@@H]1CCCCO[C@H](CN(C)C(=O)Nc2ccc(C(F)(F)F)cc2)[C@H](C)CN([C@@H](C)CO)C(=O)c2cc(NC(=O)CCC(F)(F)F)ccc2O1
 : -1.1, 101.4, 4.0, -67.2
58: CN(C)CC(=O)N1CC2(C1)[C@@H](c1ccccc1)[C@@H](CO)N2Cc1cc(F)ccc1F
 : 1.4, x, 6.6, 5.5
59: O=C(NC[C@H]1[C@H](c2ccccc2)[C@H](CO)N1CC1CCCC1)c1ccccc1
 : -1.6, 68.8, 7.8, -59.7
60: C/C=C/c1cnc2c(c1)C(=O)N([C@@H](C)CO)C[C@H](C)[C@H](CN(C)C(=O)Nc1ccc(OC)cc1)O2
 : 0.9, 16.1, 0.1, 24.7

Along the list, from the results shown.
T cruzi growth, entries 23–30: -14.8, 104.3*, x, x, 54.8, 75.1, -40.2, 77.5
